Source: PubChem
GPR151 activ: activators of human GPR151, primary screen, cell-based, PathHunter beta-arrestin, luminescence; hit rate 1% among 650,000; PathHunter beta-arrestin GPR151 cells; activation, % at 11.2 µM; in the data active = activation above about 4.9%;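 also: 0% = median of compound wells and 100% = cells with positive control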
Target sequence (Q8TDV0 whole entry, looked up): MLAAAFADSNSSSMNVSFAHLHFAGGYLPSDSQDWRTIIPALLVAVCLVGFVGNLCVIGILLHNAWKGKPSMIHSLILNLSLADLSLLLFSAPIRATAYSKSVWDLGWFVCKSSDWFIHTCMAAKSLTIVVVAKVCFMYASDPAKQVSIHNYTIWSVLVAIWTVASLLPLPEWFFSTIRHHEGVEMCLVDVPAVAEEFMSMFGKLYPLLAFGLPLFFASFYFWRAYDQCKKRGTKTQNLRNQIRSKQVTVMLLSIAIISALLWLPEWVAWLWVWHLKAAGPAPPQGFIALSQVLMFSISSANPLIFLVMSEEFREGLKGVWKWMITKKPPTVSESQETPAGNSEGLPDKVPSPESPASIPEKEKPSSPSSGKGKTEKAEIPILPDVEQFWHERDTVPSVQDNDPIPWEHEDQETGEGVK
MITF inh: MITF inhibitors, primary screen, biochemical, AlphaScreen, human. Microphthalmia-associated transcription factor (Homo sapiens), O75030. AlphaScreen MITF homodimerization, bead proximity signal. inhibition, % at 2.6 µM. hit rate 0.91% among 650,000. AID 1259374, 2018; in the data active = inhibition above about 50%;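 also: 0% = vehicle wells with protein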
FBW7 act: FBW7 E3 ligase activators, primary screen, biochemical, AlphaScreen, human | F-box/WD repeat-containing protein 7 (Homo sapiens), Q969H0 | AlphaScreen FBW7–phospho-cyclin E peptide binding, activator screen | normalized activity (activation), % at 26.1 µM | hit rate 0.13% among 650,000 | AID 1259310, 2017; in the data active = normalized activity above about 1.9%;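 also: purified mutant Fbw7 with reduced substrate affinity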
Target sequence (Q969H0 whole entry, looked up): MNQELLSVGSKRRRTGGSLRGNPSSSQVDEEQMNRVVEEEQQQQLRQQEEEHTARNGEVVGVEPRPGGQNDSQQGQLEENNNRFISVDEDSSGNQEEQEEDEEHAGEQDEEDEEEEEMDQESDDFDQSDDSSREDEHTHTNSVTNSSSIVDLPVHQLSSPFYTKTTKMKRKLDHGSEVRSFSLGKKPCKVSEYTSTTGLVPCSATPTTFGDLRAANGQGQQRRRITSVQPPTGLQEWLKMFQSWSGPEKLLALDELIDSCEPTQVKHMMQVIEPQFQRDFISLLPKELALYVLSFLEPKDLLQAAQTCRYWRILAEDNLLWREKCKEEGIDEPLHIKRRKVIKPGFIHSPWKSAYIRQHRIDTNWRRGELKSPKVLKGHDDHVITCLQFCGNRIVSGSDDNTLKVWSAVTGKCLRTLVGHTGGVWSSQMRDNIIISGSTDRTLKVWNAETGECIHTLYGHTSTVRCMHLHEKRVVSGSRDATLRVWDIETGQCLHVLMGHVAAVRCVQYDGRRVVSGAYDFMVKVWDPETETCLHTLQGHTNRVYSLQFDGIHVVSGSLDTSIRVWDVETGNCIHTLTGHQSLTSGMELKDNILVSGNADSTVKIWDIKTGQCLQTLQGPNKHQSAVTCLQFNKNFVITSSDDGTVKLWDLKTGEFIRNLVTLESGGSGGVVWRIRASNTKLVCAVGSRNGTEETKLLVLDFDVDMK
TEAD-YAP inh: TEAD-YAP interaction inhibition, primary screen, TEAD-YAP interaction inhibitor project, luminescence, HEK-TIYL cells | TEAD-Gal4/YAP UAS-luciferase luminescence | inhibition, % at 9.12 µM | hit rate 1.4% among 640,000 | AID 1259422, 2018; in the data active = inhibition above about 32%;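 also: 0% = median of test compound wells and 100% = reference inhibitor wells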
* marks the source's active call; other numbers are inactive results; . = no result given.

Second line of a record – TEAD-YAP inh, GPR151 activ, MITF inh, FBW7 act
CCCCNC(=O)c1sc2ncn(CC(=O)Nc3cccc(C(F)(F)F)c3)c(=O)c2c1C
→ 1.6, -1.1, 11.2, -0.1
N#Cc1c(SCc2ccc(F)cc2)nc2c(c1-c1cccs1)CCCC2
→ -1.2, 0.6, -1.8, 0.0
O=C(O)c1ccc(NC(=S)NC2CCCCC2)cc1
→ -0.9, -0.5, -2.9, -0.3
O=C(CSc1nc(NCCc2ccccc2)c2ccccc2n1)c1ccc(Br)cc1
→ -22.1, 1.1, -2.2, -0.2
COc1ccc(C(=O)Nn2c(C)nnc2-n2nc(C)cc2C)cc1
→ 5.1, -2.6, 18.4, 0.1
O=C(O)CCN1C(=O)C(=O)/C(=C(\O)c2ccccc2)C1c1ccccc1Cl (stereo unspecified)
→ 6.7, -0.1, 5.4, -0.1
COc1ccc2c(c1)CC(C(=O)Nc1cc(F)c(-c3cn[nH]c3C)cc1OCCN(C)C)CO2 (stereo unspecified)
→ 4.4, 1.4, -10.8, -0.1
COc1ccc(C2C(C(=O)Nc3ccccc3OC)c3ccccc3C(=O)N2C2CCCCC2)cc1 (stereo unspecified)
→ 1.9, -1.6, -2.3, 0.2
COc1cc2c(cc1OC)C(COc1ccc([N+](=O)[O-])cc1)N(C(=O)C(C)C)CC2 (stereo unspecified)
→ -2.3, 2.6, -3.5, 0.0
Cc1ccccc1OCC(O)CN1CCCC1 (stereo unspecified)
→ 19.0, 0.5, 7.0, 0.0
O=C1Nc2cc([N+](=O)[O-])ccc2OC1CCO (stereo unspecified)
→ -2.8, 0.8, 1.1, 0.0
CC(=O)c1cccc(Nc2nc(Nc3ccccc3)nc(N3CCOCC3)n2)c1
→ -30.6, -0.2, 3.5, -0.1
CCCOc1ccc(-c2cc(C(=O)Nc3scc(-c4ccc(C)cc4)c3C(=O)OCC)c3ccccc3n2)cc1
→ 0.3, -0.3, 1.6, 0.8
O=C(Cn1c(=O)oc2ccccc21)N1CCN(C(=O)[C@@H]2C[C@H]2c2cccs2)CC1
→ 16.2, -0.5, 8.8, 0.3
CCn1nc(C)c(CNC(=O)CC2C(=O)NCCN2Cc2ccc(C)o2)c1C (stereo unspecified)
→ -4.9, 0.5, -13.3, 0.3
O=C(NCc1ccc(Cl)cc1)c1cc(Sc2ccc(F)cc2)nc2ccccc12
→ 2.5, -0.4, 3.3, 0.0
O=C(Nc1nccs1)c1cc2cc([N+](=O)[O-])ccc2oc1=Nc1ccccc1
→ 15.5, -0.3, 15.0, 0.7
CCn1c(=O)c2c(nc(SCC(=O)N(C(C)C)C(C)C)n2C)n(C)c1=O
→ 9.1, 0.4, 12.0, 0.0
O=C(COc1ccccc1[N+](=O)[O-])OCC(=O)c1ccc(Br)s1
→ -8.3, 0.4, -9.1, 0.0
O=C(NNC1CC(=O)N(c2ccc(Br)cc2)C1=O)c1cccc([N+](=O)[O-])c1 (stereo unspecified)
→ -0.8, 1.0, 6.4, 0.1
N#CC12C(N)=NC3(OCCO3)C1(C#N)C2c1cccc(Cl)c1 (stereo unspecified)
→ -0.2, 0.3, -3.2, -0.1
CCOC(=O)CCCSc1nnc(CCCN2C(=O)c3cccc4cccc(c34)C2=O)n1-c1ccccc1
→ -4.0, 0.5, -3.8, 0.0
CC(CN1CCNCC1)(NS(=O)(=O)c1ccccc1)c1ccccc1 (stereo unspecified)
→ 4.2, 0.1, -3.9, -0.1
CCOc1ccc(/C=C2/NC(=S)NC2=O)cc1Cl
→ -3.6, -0.9, 1.3, -0.1
O=C(CSc1nc2ccccc2c(=O)n1CC1CCCO1)c1ccc(F)cc1 (stereo unspecified)
→ -15.8, -1.5, 2.1, 0.4
Cc1nccn1-c1cc(N2CCN(S(=O)(=O)c3cccs3)CC2)ncn1
→ 8.9, -0.5, -3.4, -0.1
CCOc1ccc(CCNC(=O)Cn2ncc3c2-c2cc(C)ccc2OC3)cc1
→ 2.0, -0.4, 12.6, -0.1
Nn1c(SCC(=O)Nc2ccc(Cl)c(Cl)c2)nnc1C(F)(F)F
→ 22.8, 0.9, -6.3, -0.1
COc1ccc2c(c1)c1nnc(SCc3cccnc3)nc1n2C
→ -1.8, 0.2, 8.8, 0.7
CCNc1nc(NCC)nc(N/N=C/c2ccc([N+](=O)[O-])o2)n1
→ 2.8, -1.3, 2.4, -1.1
COc1ccc(CCc2nnc(CCC(=O)N3CCN(CC4CC4)CC3)o2)cc1
→ 0.9, 1.0, 4.2, -0.1
Cc1ccc(OCC(=O)N2CCOc3ccc(C(C)(O)CN(C)C)cc3C2)cc1 (stereo unspecified)
→ 1.8, -1.1, -7.5, -0.4
COc1ccc2cc(/C=N/OC(C)=O)ccc2c1
→ -39.3, 0.7, -9.0, 0.1
COC(=O)C1=C(C)NC(=O)CC1c1cccc(Oc2ccccc2)c1 (stereo unspecified)
→ 11.4, 8.3*, 10.5, 0.3
CCOC(=O)c1ccc(NC(=O)CSc2nnc3c4ccccc4n(CCc4ccccc4)c3n2)cc1
→ 8.3, -1.6, 1.8, 0.2
CCSc1ccccc1C(=O)Nc1nc2ccc(F)cc2s1
→ -7.3, 0.0, 10.2, 0.0
COc1ccccc1NC(=O)C1CC12CCN(Cc1ccoc1)CC2 (stereo unspecified)
→ 20.3, -0.8, -0.3, 0.2
CCNC1CCCc2c1[nH]c1ccc(C)cc21 (stereo unspecified)
→ 4.0, 0.9, -5.4, -0.1
COc1ccc(/C=C(/NC(=O)c2ccc([N+](=O)[O-])cc2)C(=O)NCCCN(C)C)cc1
→ 1.5, -0.8, -2.4, -0.1
CC(C)Oc1ccc(Cl)nn1
→ 4.0, -1.7, -0.6, 0.0

The last 2 entries of the section above are carried over, then new ones follow:
Second line of a record – TEAD-YAP inh, GPR151 activ, MITF inh, FBW7 act
COc1ccc(/C=C(/NC(=O)c2ccc([N+](=O)[O-])cc2)C(=O)NCCCN(C)C)cc1
→ 1.5, -0.8, -2.4, -0.1
CC(C)Oc1ccc(Cl)nn1
→ 4.0, -1.7, -0.6, 0.0
Cc1cc(C)c(NC(=O)c2cc(S(=O)(=O)NCc3ccccc3)ccc2F)c(C)c1
→ 1.1, -0.7, 7.3, -0.1
CC(C)C(C(=O)NC(C)(C)C)N(Cc1ccco1)C(=O)CNS(=O)(=O)c1ccccc1 (stereo unspecified)
→ 8.9, 1.1, 13.2, 0.2
CCc1nnc(NC(=O)c2ccc(C(=O)c3ccccc3)cc2)s1
→ -4.8, 1.1, 5.1, 0.4
COc1ccccc1N1CCN(C(=O)C(C)N(c2ccc(C)cc2)S(C)(=O)=O)CC1 (stereo unspecified)
→ 4.1, -0.4, -1.2, -0.1
Cc1ccc(OCC(=O)Nc2cccc3nsnc23)cc1C
→ 8.5, 0.4, -1.6, -0.2
COc1ccc(NC(=O)CC(NCC2CCCO2)C(=O)O)cc1 (stereo unspecified)
→ -1.6, 0.5, 6.8, 0.0
O=C(Nc1cccc2ccccc12)c1cc2nc3c(c(C(F)(F)F)n2n1)CCc1ccccc1-3
→ -7.6, -0.9, 2.5, 0.2
Nc1nsc2c1ccc1ccccc12
→ -27.2, 1.2, 1.3, -0.2
COc1ccc(Cl)cc1NC(=O)c1ccc([N+](=O)[O-])cc1[N+](=O)[O-]
→ 7.6, 0.6, 4.2, -0.4
CCOc1ccc(Br)cc1C1Oc2nc(SC)nnc2-c2ccccc2N1C(=O)CC (stereo unspecified)
→ 7.7, 1.5, 16.6, 0.3
CCOC(=O)c1sc(NC(=O)NC2CCCCC2)nc1C
→ -68.7, -1.2, 1.5, -0.1
Brc1ccc(CN2CCN(c3ncccn3)CC2)cc1
→ 5.4, -0.3, 53.6*, 0.0
CCOC(=O)c1cccc(Nc2c(C(=O)OCC)cnc3c(C)cc(C)cc23)c1
→ -13.1, -0.6, 13.7, 1.1
C#C[C@]1(O)CCC2C3CCC4=CC(=O)CC[C@@H]4C3CC[C@@]21C (stereo partly specified)
→ -8.7, 0.3, 21.7, 0.1
COCCOC(=O)c1c(NC(=O)CNCc2ccc(OC)cc2)sc(C(N)=O)c1C
→ -3.8, -0.5, -10.2, 0.5
COC(CN(C)c1ccc(-c2cccc(C(F)(F)F)c2)cn1)OC
→ 12.4, 1.5, -1.2, -0.3
CCCc1nc2sc3c(NCc4ccccc4)ncnc3c2c2c1CCCC2
→ 1.0, 0.3, -0.8, -0.1
CCOc1ccc(C2CC(c3c(F)cccc3Cl)n3nc(N)nc3N2)cc1 (stereo unspecified)
→ 7.3, -0.8, 20.7, 0.1
CCOC(=O)c1c(NC(=O)c2cc3n(n2)C(C(F)(F)F)CC(c2ccccc2)N3)sc2c1CCCCC2 (stereo unspecified)
→ 0.4, 1.3, -1.4, 0.0
COc1ccc(Nc2ncc(-c3ccc(F)cc3)n3ccnc23)cc1
→ -2.3, 0.5, -6.8, 0.0
CCCCSc1nnc2c(n1)OC(c1ccc(OCC(=O)O)cc1)Nc1ccc(Br)cc1-2 (stereo unspecified)
→ 4.7, -1.2, 15.6, 0.4
COC(=O)/C(C#N)=C/c1ccc(N(C)c2ccccc2)c([N+](=O)[O-])c1
→ 11.4, -1.2, 8.5, -0.3
Cc1ccccc1C(=O)N/N=C/C=C/c1ccccc1
→ -22.8, -2.5, 26.9, 0.1
CC(NC(=O)C1CC1)c1nnc2n1CCN(Cc1cccc(F)c1F)CC2 (stereo unspecified)
→ 14.8, -0.8, 10.4, 1.1
O=C(Nc1ncccc1Cl)c1ccc2c(c1)OCO2
→ -39.3, -7.4, 3.7, -0.1
C/C=C/Cn1c(SCCCc2ccccc2)nc2c1c(=O)[nH]c(=O)n2C
→ 6.4, 0.5, -0.2, -0.1
CN(C)c1cccc(Nc2nccc(Nc3ccc4c(c3)OCO4)n2)c1
→ -19.6, 1.9, 11.2, -0.2
Cc1[nH]cnc1CN1CCC2(CC1)CC2C(=O)NCCC1=CCCCC1 (stereo unspecified)
→ -2.1, -0.5, 5.2, 0.2
CCOC(=O)Cc1ccc(N2CC(O)=C(c3nc(-c4ccccc4)cs3)C2=N)cc1
→ 3.2, -0.3, 2.3, -0.1
O=C(Nc1ccc(F)cc1F)c1cccc(COc2cc(Cl)ccc2Cl)c1
→ -58.7, 1.1, -4.1, -0.1
CCC(=O)Nc1cc(C)c(NC(=O)c2ccccc2F)cn1
→ -4.5, 1.4, -14.8, -0.1
Cc1cc(=O)oc2cc(OC(C)C(=O)NC(C)c3ccccc3)ccc12 (stereo unspecified)
→ -3.0, -1.1, -11.9, 0.5
CC1CCCC(C)N1C(=O)CSc1nnc(CNc2ccc(F)cc2)o1 (stereo unspecified)
→ 8.2, -1.5, 0.0, -0.1
Cc1ccc(-c2nc3n(n2)C(=O)CC(c2ccc(F)cc2)S3)cc1 (stereo unspecified)
→ -3.6, -0.1, 10.4, 0.2
CCC(C)C(NC(=O)CCn1nc(C)cc1C)c1nc2cccnc2n1C(C)C (stereo unspecified)
→ 5.8, -1.0, -7.0, 0.5
Cc1cccc(OCCn2c(NC(=O)c3cccc([N+](=O)[O-])c3)nc3ccccc32)c1
→ 2.5, 0.8, 14.6, 0.0
Cc1cncc2cccc(NC3CCN(C(=O)c4ccc(Br)cc4Cl)CC3)c12
→ -6.7, 0.6, 8.8, 0.1
CC(NC(=O)Nc1ccc(Cl)cc1)C(c1cccs1)N1CCOCC1 (stereo unspecified)
→ 3.8, 0.2, -4.4, 0.0
NCCNc1ccc([N+](=O)[O-])cc1C(=O)O
→ -7.0, -0.7, 14.7, 1.2
COc1ccc(NC(=O)N2CCN(c3nc(-c4cccc(OC)c4)cs3)CC2)cc1
→ -13.5, 0.0, 22.9, -0.1

Some values from the results shown.
FBW7 act with CCOC(=O)Cc1ccc(N2CC(O)=C(c3nc(-c4ccccc4)cs3)C2=N)cc1 is entered as -0.1
GPR151 activ with Cc1cc(=O)oc2cc(OC(C)C(=O)NC(C)c3ccccc3)ccc12 (stereo unspecified) is entered as -1.1
TEAD-YAP inh with Cc1[nH]cnc1CN1CCC2(CC1)CC2C(=O)NCCC1=CCCCC1 (stereo unspecified) is entered as -2.1
GPR151 activ with Cc1ccc(-c2nc3n(n2)C(=O)CC(c2ccc(F)cc2)S3)cc1 (stereo unspecified) is entered as -0.1

Continuation.
Second line of a record – TEAD-YAP inh, GPR151 activ, MITF inh, FBW7 act
Cc1nc2ccccc2c2oc(C(=O)N3CCc4ccccc43)cc12
→ -8.2, 0.5, -6.2, 0.1
CCCOc1ccc(-c2nc(N(CC)CC)c3ccccc3n2)cc1
→ -1.0, -0.6, 25.9, -0.1
CN(Cc1cccc(F)c1)S(=O)(=O)c1ccc(F)c(F)c1F
→ 8.9, 0.0, 6.8, 0.4
N#CC1=C(N)Oc2n[nH]c(-c3cccs3)c2C1c1ccccc1F (stereo unspecified)
→ -2.1, -0.6, 8.0, -0.2
COc1ccc(C2(C)NC(=O)N(NC(=O)Cc3cccc4ccccc34)C2=O)cc1 (stereo unspecified)
→ 6.8, -0.2, 1.5, 0.1
CC1CCN(S(=O)(=O)N2CCC(C(=O)NC(C)C)CC2)CC1
→ 2.6, 2.7, 7.5, 0.1
Cc1cc(C2=NNC(=Nc3ccccc3)SC2)c(C)n1CC1CCCO1 (stereo unspecified)
→ 53.8*, -0.1, 7.5, -0.1
COc1ccc(C2C(C(=O)Nc3ccc(OC)cc3OC)c3ccccc3C(=O)N2c2ccc(OC)cc2)cc1 (stereo unspecified)
→ -5.0, -0.7, 0.9, -0.1
C=CCNC(=O)c1ccccc1NC(=O)C1CC(=O)N(c2ccc(OC(C)C)cc2)C1 (stereo unspecified)
→ 5.2, 1.1, 2.9, 0.1
CCCCC/C=C\C/C=C\C[C@H]1O[C@H]1C/C=C\CCCC(=O)NCCO
→ ., -1.2, -3.4, .
